# Compound activity (PubChem)
# Pf apPOL inh = Pf-apPOL DNA polymerase inhibition | Recombinant Pf-apPOL, molecular beacon fluorescence, 1.5 h | inhibition, % at 10 µM | hit rate 0.25% among 210,000 | AID 1794808
# mHTT-CaM PPI inh = inhibitors of human mutant huntingtin-calmodulin interaction; P42858; AlphaScreen His-mHTT/GST-CaM binding, luminescence; inhibition, % at 15 µM; hit rate 3.6% among 190,000;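 also: 0% = both proteins with DMSO and 100% = one protein alone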
# Target sequence (P42858 whole entry, looked up, stated change not applied): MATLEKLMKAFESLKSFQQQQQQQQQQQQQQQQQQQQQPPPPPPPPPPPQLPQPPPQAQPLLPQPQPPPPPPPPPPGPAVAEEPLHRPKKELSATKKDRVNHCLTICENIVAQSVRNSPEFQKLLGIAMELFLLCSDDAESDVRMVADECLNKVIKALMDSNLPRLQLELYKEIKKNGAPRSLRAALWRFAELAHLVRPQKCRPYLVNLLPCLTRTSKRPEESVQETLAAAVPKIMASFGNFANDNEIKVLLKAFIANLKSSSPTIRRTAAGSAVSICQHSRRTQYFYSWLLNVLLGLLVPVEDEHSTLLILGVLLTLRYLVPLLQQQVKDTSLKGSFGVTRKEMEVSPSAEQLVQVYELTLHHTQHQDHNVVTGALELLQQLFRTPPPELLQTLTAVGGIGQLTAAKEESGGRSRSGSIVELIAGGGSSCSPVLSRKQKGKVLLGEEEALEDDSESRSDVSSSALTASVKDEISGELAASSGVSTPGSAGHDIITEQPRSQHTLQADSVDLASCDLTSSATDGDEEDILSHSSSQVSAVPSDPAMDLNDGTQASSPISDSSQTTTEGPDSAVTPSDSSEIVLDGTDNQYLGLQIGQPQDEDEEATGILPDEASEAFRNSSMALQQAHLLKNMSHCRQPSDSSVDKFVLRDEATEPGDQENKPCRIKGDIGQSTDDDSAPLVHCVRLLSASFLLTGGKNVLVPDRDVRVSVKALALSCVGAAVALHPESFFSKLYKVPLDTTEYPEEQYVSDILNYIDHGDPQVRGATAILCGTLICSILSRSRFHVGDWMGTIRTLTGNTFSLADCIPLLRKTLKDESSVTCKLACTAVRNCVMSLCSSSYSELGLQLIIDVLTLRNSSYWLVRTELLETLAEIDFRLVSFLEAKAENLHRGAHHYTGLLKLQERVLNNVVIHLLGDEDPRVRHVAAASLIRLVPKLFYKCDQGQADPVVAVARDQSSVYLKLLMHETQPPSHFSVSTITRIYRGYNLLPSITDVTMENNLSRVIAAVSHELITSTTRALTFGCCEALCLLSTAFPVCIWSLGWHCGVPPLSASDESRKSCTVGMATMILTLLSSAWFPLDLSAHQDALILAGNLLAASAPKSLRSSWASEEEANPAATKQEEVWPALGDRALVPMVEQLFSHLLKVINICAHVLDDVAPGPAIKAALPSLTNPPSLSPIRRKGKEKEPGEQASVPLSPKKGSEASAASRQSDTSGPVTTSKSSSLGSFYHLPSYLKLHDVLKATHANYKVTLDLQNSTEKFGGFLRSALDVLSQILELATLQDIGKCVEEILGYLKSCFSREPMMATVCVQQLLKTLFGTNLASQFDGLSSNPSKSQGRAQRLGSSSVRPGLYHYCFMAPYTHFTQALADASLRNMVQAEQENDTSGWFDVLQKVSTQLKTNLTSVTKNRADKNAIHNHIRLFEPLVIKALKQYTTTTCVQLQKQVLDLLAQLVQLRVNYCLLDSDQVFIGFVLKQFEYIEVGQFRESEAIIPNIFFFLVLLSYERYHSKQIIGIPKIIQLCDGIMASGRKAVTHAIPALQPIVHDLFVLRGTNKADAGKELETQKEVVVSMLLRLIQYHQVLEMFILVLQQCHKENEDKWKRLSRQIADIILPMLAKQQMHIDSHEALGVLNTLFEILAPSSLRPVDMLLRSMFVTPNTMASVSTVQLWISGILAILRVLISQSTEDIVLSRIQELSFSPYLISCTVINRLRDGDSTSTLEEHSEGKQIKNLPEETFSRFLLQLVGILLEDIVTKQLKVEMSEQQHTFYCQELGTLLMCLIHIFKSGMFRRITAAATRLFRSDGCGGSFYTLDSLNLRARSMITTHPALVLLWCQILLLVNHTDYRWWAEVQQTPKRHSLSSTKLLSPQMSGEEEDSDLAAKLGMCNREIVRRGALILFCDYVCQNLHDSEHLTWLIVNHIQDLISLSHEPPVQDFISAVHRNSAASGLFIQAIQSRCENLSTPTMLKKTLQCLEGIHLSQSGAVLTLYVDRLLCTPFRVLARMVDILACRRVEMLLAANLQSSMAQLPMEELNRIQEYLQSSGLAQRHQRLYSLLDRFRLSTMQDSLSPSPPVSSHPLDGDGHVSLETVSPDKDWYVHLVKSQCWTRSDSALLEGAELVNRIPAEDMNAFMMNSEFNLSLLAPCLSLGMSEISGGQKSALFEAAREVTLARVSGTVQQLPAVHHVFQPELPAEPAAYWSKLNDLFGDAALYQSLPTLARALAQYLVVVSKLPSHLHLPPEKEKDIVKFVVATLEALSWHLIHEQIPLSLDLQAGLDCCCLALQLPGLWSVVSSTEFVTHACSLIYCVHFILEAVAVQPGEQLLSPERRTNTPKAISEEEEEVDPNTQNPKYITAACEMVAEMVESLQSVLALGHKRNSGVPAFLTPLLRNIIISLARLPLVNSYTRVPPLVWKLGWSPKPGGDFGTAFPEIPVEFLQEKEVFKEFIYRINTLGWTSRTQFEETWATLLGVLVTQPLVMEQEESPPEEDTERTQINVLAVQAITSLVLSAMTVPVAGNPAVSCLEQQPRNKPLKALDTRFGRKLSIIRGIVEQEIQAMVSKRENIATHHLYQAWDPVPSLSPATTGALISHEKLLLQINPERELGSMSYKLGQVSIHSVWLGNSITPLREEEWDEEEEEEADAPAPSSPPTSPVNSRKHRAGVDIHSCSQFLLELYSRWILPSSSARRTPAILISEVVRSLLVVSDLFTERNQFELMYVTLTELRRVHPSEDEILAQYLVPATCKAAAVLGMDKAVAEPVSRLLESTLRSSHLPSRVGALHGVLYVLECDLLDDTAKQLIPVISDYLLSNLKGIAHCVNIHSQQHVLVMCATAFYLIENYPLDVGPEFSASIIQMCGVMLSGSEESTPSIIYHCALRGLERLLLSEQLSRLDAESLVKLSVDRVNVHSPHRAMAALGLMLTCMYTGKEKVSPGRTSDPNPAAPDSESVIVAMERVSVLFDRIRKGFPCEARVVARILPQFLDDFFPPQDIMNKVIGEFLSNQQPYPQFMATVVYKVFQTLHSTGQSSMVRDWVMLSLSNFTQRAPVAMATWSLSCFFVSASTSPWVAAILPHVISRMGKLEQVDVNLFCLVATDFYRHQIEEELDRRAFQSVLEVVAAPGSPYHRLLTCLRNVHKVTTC
# An asterisk follows results filed as active; / = no result given; & = joins results of further samples. Rule as the data show it: active = inhibition above about 50%; inactive = the rest. Not all compounds are listed, so the mix of outcomes need not match the whole.
SMILES,Pf apPOL inh,mHTT-CaM PPI inh
CC(=O)Nc1cnn(-c2ccccc2)c(=O)c1Cl,-5,-7
Cc1n[nH]c(C)c1NC(=O)CC(C)C,3,-1
COc1cc(NC(=O)c2cccc([N+](=O)[O-])c2)ccc1-c1cc2ccccc2oc1=O,-2,9
CCOc1ccccc1N1CCN(C(=O)C2CCN(Cc3cc(OC)ccc3OC)CC2)CC1,-8,2
COc1ccc(CCNC(=O)C(C)Oc2ccc(Cl)cc2Cl)cc1OC (stereo not given),-4&-7,12&7
COc1cc(S(=O)(=O)n2cnc3cc(C)c(C)cc32)c(C)cc1C,-55,18
CC(=O)c1cccc(NC=C2C(=O)OC(C)(C)OC2=O)c1,8,3
CC12CC3CC(C)(C1)CC(CN1CCOCC1)(C3)C2,-2,-11
O=C(C1CC(c2ccccc2F)=NO1)N1CCN(Cc2ccccc2)CC1 (stereo not given),-4,-2
O=C1CCCC(=O)N1CCS(=O)(=O)Nc1ccc(Cl)c(N2CCCS2(=O)=O)c1,-3,-5
COc1ccc(Cl)cc1C1=N/C(=C/c2cccc(F)c2)C(=O)O1,2,3
CC(=O)C1=C(O)C(=O)N(CC(=O)O)C1c1cccc([N+](=O)[O-])c1 (stereo not given),-1,-1
CCC[C@H]1[C@@H](OC(=O)NCc2ccc(C)cc2)CC[C@@]23CCCN2C(=O)CCC[C@@H]13,-10,-1
O=C1OC(c2cccc(Cl)c2Cl)=N/C1=C\c1ccc(F)cc1,11,5
O=C(CC1CCN(S(=O)(=O)c2ccc(Cl)s2)CC1)N1CCCCCC1,-2,-11
COc1ccc(N2CCN(C(=O)c3cccs3)C(C)C2=O)cc1OC (stereo not given),-5,-4
CCc1ccc(CNC(=O)c2ccc3c(c2)N(CC)C2CCCCN2C3=O)cc1 (stereo not given),-16,-42
CSc1nc2ccccc2[nH]c1=O,/,-7
Nc1nc(NCCOCCO)nc(NCc2ccccc2)c1[N+](=O)[O-],-12,4
Cc1[nH]c(C(=O)N2CCC(CC(=O)NCc3ccc(F)cc3)CC2)c(C)c1C,-4,28
Nc1ccc2nc(-c3ccccc3-c3nc4ccc(N)cc4[nH]3)[nH]c2c1,1,41
CC(C(=O)NCC1CCCO1)N(c1ccc(Oc2ccccc2)cc1)S(C)(=O)=O (stereo not given),-2,8
Nc1c(C(=O)Nc2ccc(Br)cn2)sc2nc3c(cc12)CCC3,0,1
COCCCNC(=O)c1ccc(Cl)cc1Cl,-7,-1
COc1ccc(C(=O)NC(Nc2ccc(C)cc2C)C(Cl)(Cl)Cl)cc1 (stereo not given),3,8
CCn1c(C2CCN(C(=O)Nc3ccc(Br)cc3)C2)nc2cccnc21 (stereo not given),3,1
COc1ccccc1NC(=O)c1c(O)c2ccccc2n(C)c1=O,-2,-4
Cc1oc2ccc(OC(=O)C3CCCCC3)cc2c1C(=O)OC(C)C,1,-68
COc1ccc(-c2c(C)c3ccc4c(c3oc2=O)CN(C2CCS(=O)(=O)C2)CO4)cc1OC (stereo not given),-4,-1
CCC(C)CNC(=O)c1n[nH]c2c1CN(C(=O)c1ccccc1C)CC2 (stereo not given),-1,17
CN1C(=O)c2cccc(NC(=O)c3cccc(C(F)(F)F)c3)c2C1=O,-5,-2
CC1(C)OCC2(CO1)CN(C(=O)CCc1ccccc1)C2,-1,-9
COc1ccc(C2N(c3ccc(Cl)cc3)N=C(C(C)=O)N(C)N2C(C)=O)cc1 (stereo not given),-3,6
COc1ccc(CNCC(CO)C2(Cc3ccccc3)CCOC(C)(C)C2)cc1 (stereo not given),-2,-3
CCC(=O)Nc1ccc(C2(C(=O)N3CCC(C)CC3)CCCCC2)cc1,7,9
O=C(O)c1ccc(Sc2nnnn2-c2ccccc2)c([N+](=O)[O-])c1,8,-1
Cc1ccc(N2CCN(C(=O)c3ccc(Cl)c(Cl)c3)C(C)C2=O)cc1F (stereo not given),-3,-1
COc1ccc(-c2cc3ccc(O)c(CN(C)C)c3oc2=O)c(OC)c1,-1,-3
Cc1nc2scc(C)n2c(=O)c1NC(=O)c1cccc(Cl)c1,0,-2
CCOc1ccc(C2CC(c3ccc(Cl)cc3Cl)Nc3nc(N)nn32)cc1 (stereo not given),12,49

# A run of entries of the results above:
SMILES,Pf apPOL inh,mHTT-CaM PPI inh
CCC(C)CNC(=O)c1n[nH]c2c1CN(C(=O)c1ccccc1C)CC2 (stereo not given),-1,17
CN1C(=O)c2cccc(NC(=O)c3cccc(C(F)(F)F)c3)c2C1=O,-5,-2

# Additional results:
SMILES,Pf apPOL inh,mHTT-CaM PPI inh
COc1cc(/C=C/C(=O)O)cc(S(=O)(=O)NCCCC(=O)O)c1OC,-9,-1
O=C(O)C1C2C=CC(C2)C1C(=O)Nc1nncs1 (stereo not given),5,-5
CCOc1cccc(-c2noc(Cn3ccnc3)n2)c1,-10,6
CCc1noc(-c2cccnc2N2CCCN(Cc3ccc(F)cc3Cl)CC2)n1,4,-27
Cc1ccc(Sc2c(C)nn(C(=O)Cc3ccccc3)c2C)cc1,-5,-19
COc1ccc(OC)c(NC(=O)c2cc(-c3cccs3)nc3ccccc23)c1,4,3
Cn1cnnc1Sc1nc2c(c(=O)n(C)c(=O)n2C)n1Cc1ccc(F)cc1,1,6
Cc1c(CC(=O)NN)sc2ccc(Cl)cc12,-2,/
CCCn1c(COc2ccc(Cl)cc2)nc2ccccc21,-46,-16
CCOc1cccc2cc(C(=O)Nc3ccccc3F)c(=Nc3ccc(C(=O)O)cc3)oc12,-2,2
CCCn1cnnc1C1CCN(C(=O)C2CCCC2)CC1,3,-6
C=CCn1c2ccccc2n2cc(-c3ccc([N+](=O)[O-])cc3)nc12,-10,-3
COc1ccc(NC(=O)C2(C)CC2(Cl)Cl)cc1OC (stereo not given),-97,-3
CC(=O)Oc1ccc2c(c1C)OC(=Cc1ccco1)C2=O,1,22
Cc1ccc(-c2[nH]c3ccccc3c2SCCNC(=O)c2ccncc2)cc1,-2,33
Cc1ccc(NC(=O)c2cnn3c2CCCC3)cc1,1,-6
Cc1ccc(NC(=O)C2CCN(c3nnc4ccccn34)CC2)cc1,3,0
O=C(CS(=O)(=O)c1cccc2nsnc12)Nc1ccccc1F,-14,-1
O=C(O)CCC(=O)Nc1ccc(Br)cn1,-2,-2
COc1cc(CN2CCN(c3cccc(Cl)c3)CC2)c([N+](=O)[O-])cc1OC,-1,42

# 4 entries from above in another layout:
Molecule: CCCn1c(COc2ccc(Cl)cc2)nc2ccccc21
  Pf apPOL inh: -46; mHTT-CaM PPI inh: -16
Molecule: CCOc1cccc2cc(C(=O)Nc3ccccc3F)c(=Nc3ccc(C(=O)O)cc3)oc12
  Pf apPOL inh: -2; mHTT-CaM PPI inh: 2
Molecule: CCCn1cnnc1C1CCN(C(=O)C2CCCC2)CC1
  Pf apPOL inh: 3; mHTT-CaM PPI inh: -6
Molecule: C=CCn1c2ccccc2n2cc(-c3ccc([N+](=O)[O-])cc3)nc12
  Pf apPOL inh: -10; mHTT-CaM PPI inh: -3

# (further entries)
SMILES,Pf apPOL inh,mHTT-CaM PPI inh
Cc1ccc(NC(=O)c2c(C)sc3c(=O)n(C(C)C)cnc23)c(C)c1,0,-1
COc1ccc2c(C)c(-c3ccc(Cl)cc3)c(=O)oc2c1,-11,-2
Cc1c(S(=O)(=O)N2CCN(C3c4ccccc4-c4ccccc43)CC2)sc2ccc(Cl)cc12,-5,/
Cc1cc(N)c(-n2cc3c(c2-c2ccccc2)c(=O)n(C)c(=O)n3C)cc1C,82*,13
Cc1cc(C2CCCN2Cc2ccc(OCc3ccccc3)cc2)on1 (stereo not given),-2,-6
O=C1CC2Sc3ccccc3N=C2N1Cc1ccccn1 (stereo not given),-7,/
CC[C@H]1C(c2ccccc2)=NN(c2ccccc2)[C@@H]1CO,-6,12
CN(C)CCN(C)Cc1cc(Cl)ccc1O,-3,10
N#CC1=C(N)C(C#N)(C#N)C(c2ccc(C3C4CCCC=C4C(C#N)=C(N)C3(C#N)C#N)cc2)C2CCCC=C12 (stereo not given),/,81*
COc1ccccc1CC(=O)c1ccc(O)c(CN2CCC(C)CC2)c1O,-7,8
O=C1CC(O)(C(F)(F)F)Oc2ccc(Cl)cc21 (stereo not given),-5,0
O=C(NC12CC3CC(CC(C3)C1)C2)c1cc2ccccc2c(=O)o1,-4,-1
C=C1c2cccc(OC)c2O[C@H](C(=O)OCC)[C@@H]1CCCCCC,20,-20
CC(=O)Nc1nc2ccccc2n1CCN(C)C,0,-1
Cc1ccc(CNC(=O)CN2C(=O)/C(=C/c3ccccc3F)Sc3ccccc32)cc1,5,3
CCN(C(=O)c1cc(OC)c(OC)c(OC)c1)c1ccccc1,-9,-6
CN(Cc1ccccc1)C(=O)c1cccnc1N1CCNC(c2ccccc2)C1 (stereo not given),-4,10
COc1ccc(OC)c(NC(=O)C2CCN(c3cc(N4CCCC4)ncn3)CC2)c1,-1,8
CC(C)C(=O)Nc1cccc(N2CC(C(=O)Nc3cccc(C(C)C)c3)CC2=O)c1 (stereo not given),-4,15
COc1cc(CC(=O)N2CCCC2c2nc(-c3ccc(C)cc3)no2)cc(OC)c1 (stereo not given),-1,26

# Compound profiles (already shown).
# Results for CN(C)CCN(C)Cc1cc(Cl)ccc1O = Pf apPOL inh: -3; mHTT-CaM PPI inh: 10
# Results for O=C1CC2Sc3ccccc3N=C2N1Cc1ccccn1 (stereo not given) = Pf apPOL inh: -7; mHTT-CaM PPI inh: /

# New compounds follow.
SMILES,Pf apPOL inh,mHTT-CaM PPI inh
COc1cc(SC)ccc1C(=O)Nc1cc(C(F)(F)F)ccc1Cl,-8,-2
CC(O)c1ccc(NC(=O)c2nn3c(c2Cl)NC(c2cccs2)CC3C(F)(F)F)cc1 (stereo not given),-11,10
O=C(c1ccc(OCC2CCCN2C(=O)C2CCCCC2)cc1)N1CCCC1 (stereo not given),16,0
CCOCCCNc1ncnc2c1nc1n2CCCC1,-1,-5
O=C(Nc1ccc2c(c1)N(C(=O)c1cccs1)CC2)c1ccc2c(c1)OCO2,-3,-6
CCn1ccc(C(=O)N2CCCn3nc(-c4cccc(OC)c4)cc3C2)n1,4,8
COc1ccc(-c2c(N)nnc3c2[nH]c2ccccc23)cc1OC,5,0
COc1c(C(=O)CC(=O)c2ccccc2)ccc2occc12,0,/
Clc1ccc2c(c1)nc1n2CCN(C2CCCCC2)C1,-4,0
Nc1cc(N)nc(SCc2nc(C(c3ccccc3)c3ccccc3)no2)n1,-11,17
O=C(Cn1c(-c2ccccc2Cl)nc2ccccc2c1=O)Nc1ccc(F)cc1F,-7,8
CC(=O)Nc1ccc(C(=O)N2CCC(Cn3cccn3)CC2)cc1,-2,-13
CCSc1sccc1C1C(C#N)=C(N)N(c2cccnc2)C2=C1C(=O)CCC2 (stereo not given),-4,8
O=C(Nc1cccc(Cl)c1Cl)c1cc(S(=O)(=O)NCc2ccc(F)cc2)ccc1F,0,6
O=C1NC(=S)S/C1=C\c1ccsc1,/,-1
COc1cc(C(=O)Nc2nnc(C3CCCCC3)s2)c([N+](=O)[O-])cc1OC,-2,-7
CCN1c2ccccc2C(=O)NC12CCN(C(=O)Nc1ccccc1OC)CC2,-5,7
O=C(O)CCc1nn2c3ccccc3n(CC(=O)c3ccc(Cl)cc3)c2nc1=O,-7,-3
CCNC(=O)c1nc(-c2ccncc2)cs1,0,-9
Cc1[nH]n(-c2ccccc2)c(=O)c1C1=c2cc(Br)ccc2=NC1=O,-5,42
O=C(c1ccc(Cl)s1)N1CC2CC(NS(=O)(=O)c3cccs3)C1C2 (stereo not given),-5,3
Clc1ccccc1N1CCN(Cc2ccsc2)CC1,-9,-5
Cc1ccc(S(=O)(=O)N2CCCC2C(=O)Nc2ccc([N+](=O)[O-])cc2)cc1 (stereo not given),0,-2
COc1ccc(C(=O)Nc2nnc(C3CC(=O)N(c4ccc(Cl)cc4)C3)o2)cc1 (stereo not given),-6,7
COc1ccc(C2SCCN2S(=O)(=O)c2cccc(C)c2)cc1 (stereo not given),17,-38
CNc1nccc(N2CCC(CC(=O)N(C)Cc3ccccc3)CC2)n1,2,13
COc1ccc2c(=O)c(Oc3ccc([N+](=O)[O-])cc3)c(C)oc2c1,-4,4
CC(C)N1CCN(C(=O)CC2Sc3ncccc3N(C)C2=O)CC1 (stereo not given),0,-13
CCOC(=O)c1ccc(NC(=S)N(CCC#N)C2CCCCC2)cc1,-3,/
CN1CCC2(CC1)CN(C(=O)CC1CCCC1)CC2c1nc(C2CC2)n[nH]1 (stereo not given),0,14
O=S(=O)(Cc1ccc(Cl)cc1)N1CCC(CN2CCCCCC2)CC1,4,-4
CCOCC(=O)N1CCn2c(nnc2-c2ccccc2)C1,0,-5
COc1ccc([N+](=O)[O-])cc1C1=N/C(=C/c2ccc(Br)cc2)C(=O)O1,0,2
O=C(Nc1cccc(Cl)c1)C1CCCN(c2nccc3sccc23)C1 (stereo not given),-4,-10
Oc1oc(-c2ccccc2Br)nc1C=Nc1ccccc1Cl,2,3
O=C(Nc1cc(Cl)c(Cl)cc1Cl)c1cccc(Cl)c1,8,0

# Reprinted at random: 3 records from the list.
SMILES,Pf apPOL inh,mHTT-CaM PPI inh
CCOC(=O)c1ccc(NC(=S)N(CCC#N)C2CCCCC2)cc1,-3,/
Clc1ccccc1N1CCN(Cc2ccsc2)CC1,-9,-5
COc1ccc(C2SCCN2S(=O)(=O)c2cccc(C)c2)cc1 (stereo not given),17,-38
